# From PubChem BioAssay
# Pol iota inh: inhibitors of human DNA polymerase iota; Q9UNA4; Pol iota fluorescent replication assay, 10 min; hit rate 1% among 390,000; Potency, µM (doses to about 115 µM), for the others: top-dose activity, negative = inhibition, hits mostly inhibitors; further: potency means the concentration at half of the fitted maximal effect
#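 Fluorescent replication assay read twice, at 0 min and 10 min after adding 50 nM (final) substrate. Enzyme (10 nM) and compounds were first incubated 15 min at room temperature; enzyme-free buffer wells were negative controls.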
# ERG Ets-DNA blk: blocks human ERG Ets domain binding to DNA | hit rate 0.028% among 370,000 | fluorescence polarization, His-ERG Ets domain / labelled DNA | P11308 | Potency, µM (top dose mostly 76.9 µM), for the others: at the top dose FP activity, negative = inhibition, hits mostly inhibitors; active means well fitted inhibition curve with a large enough effect in the polarisation, with a control signal flat; inconclusive means small, poorly fitted or top-dose-only effect, or effect the other way, or a change in a side signal; inactive means no such curve, though single readings can be large or run the other way; the % refers to the polarisation;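 further: polarization taken with two DNA probes labelled with fluorescein and Texas red; potency means the concentration at half of the fitted maximal effect; % of control where 0% means no effect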
#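 His-tagged ERG Ets domain (1 uM in the protein solution; 300mM KCl, 50mM Tris-HCl, 1mM EDTA, 1mM DTT, pH 7.5) received compound, then a probe mix of 5 nM fluorescein-DNA and 100nM Texas-615-DNA. Fluorescence polarization was read for both dyes.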
# Apoferritin bind: binds horse apoferritin like a general anesthetic. P02791. apoferritin/1-aminoanthracene competitive binding, fluorescence. hit rate 0.074% among 350,000. Potency, µM (highest dose often 77.5 µM), inactives show top-dose activity change, negative = displacement, most hits filed as inhibitors. AID 485281; further: potency means the concentration at half of the fitted maximal effect; on the % scale 0 is the no-effect control and ±100 the full control effect; nearly all actives have a fitted effect of over 20% in size
# Target sequence (P02791 2-175 limits assumed): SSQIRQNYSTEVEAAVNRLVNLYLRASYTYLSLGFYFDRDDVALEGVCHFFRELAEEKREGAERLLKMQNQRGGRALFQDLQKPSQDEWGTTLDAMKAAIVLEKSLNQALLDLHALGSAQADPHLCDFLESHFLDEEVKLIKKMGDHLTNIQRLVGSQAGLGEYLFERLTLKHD
#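 In PBS, apoferritin at 10 uM is loaded with 1-AMA from a 50% saturated solution. After 10 min of compound exposure at ambient temperature, reduced 535 nm fluorescence indicates probe displacement.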
# 12-LOX inh: inhibitors of human 12S-lipoxygenase ALOX12. P18054. purified 12hLO, xylenol orange hydroperoxide absorbance. Potency, µM (highest dose often 108 µM), inactives show at the top dose activity change, negative = inhibition, most hits filed as inhibitors. hit rate 1.1% among 580,000. AID 1671190; further: potency means the concentration at half of the fitted maximal effect; on the % scale 0 is the no-effect control and ±100 the full control effect
#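 Purified human 12hLO at 150 nM in 25 mM Hepes, 0.01% Triton X-100, pH 7.0, preincubated 15 min at room temperature with compound. Reaction started with 40 uM arachidonic acid, 30 min at room temperature. Hydroperoxide measured by Fe-xylenol orange, 573/405 nm absorbance ratio.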
# BLM inh: Bloom syndrome helicase (human) inhibition; recombinant BLM DNA unwinding, fluorescence dequenching; Potency, µM (series often up to 56.1 µM), for inactives: top-dose activity change, negative = inhibition, hits mostly inhibitors; AID 2528; hit rate 0.2% among 350,000; P54132;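 further: potency means the concentration at half of the fitted maximal effect; plate controls were vehicle for no effect and no enzyme for full effect; nearly all actives have a fitted effect of over 35% in size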
# TRHR ag: TRH receptor (human) agonism; P34981; TRHR cells, calcium flux fluo-8, FDSS agonist mode; activation, % at 2 µM; hit rate 0.18% among 360,000; AID 493084; in the data active means activation above about 30%; further: 0% is about no effect
#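 Agonist-mode FDSS calcium read (Ex 480/Em 530, 1 s cycles) in 1536-well TRHR cells with fluo-8 dye, after 10-cycle baseline and 23 nL compound addition; TRH at EC20 (10 nM final) added afterwards for the enhancer phase.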
# POLB inh: blocks human DNA polymerase beta activity; P06746; Pol beta primer extension/strand displacement, fluorescence kinetic; Potency, µM (series often up to 114 µM), for the others: at the top dose activity change, negative = inhibition, most hits filed as inhibitors; hit rate 1.3% among 340,000; AID 485314; further: potency means the concentration at half of the fitted maximal effect; on the % scale 0 is the no-effect control and ±100 the full control effect
#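 Homogeneous kinetic assay of primer extension and strand displacement by 10 nM Pol beta, preincubated 15 min at room temperature with compound before 50 nM substrate (final) was added. Read at 0 and 10 min; four-parameter Hill fit.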
# Pol kappa inh: DNA polymerase kappa (human) inhibition; Q9UBT6; purified Pol kappa, fluorescent DNA synthesis assay, 10 min; Potency, µM (highest dose often 107 µM), without a hit: top-dose activity, negative = inhibition, hits mostly inhibitors; hit rate 0.53% among 400,000; further: potency means the concentration at half of the fitted maximal effect; on the % scale 0 is the no-effect control and ±100 the full control effect
# Target sequence (Q9UBT6 whole entry, looked up): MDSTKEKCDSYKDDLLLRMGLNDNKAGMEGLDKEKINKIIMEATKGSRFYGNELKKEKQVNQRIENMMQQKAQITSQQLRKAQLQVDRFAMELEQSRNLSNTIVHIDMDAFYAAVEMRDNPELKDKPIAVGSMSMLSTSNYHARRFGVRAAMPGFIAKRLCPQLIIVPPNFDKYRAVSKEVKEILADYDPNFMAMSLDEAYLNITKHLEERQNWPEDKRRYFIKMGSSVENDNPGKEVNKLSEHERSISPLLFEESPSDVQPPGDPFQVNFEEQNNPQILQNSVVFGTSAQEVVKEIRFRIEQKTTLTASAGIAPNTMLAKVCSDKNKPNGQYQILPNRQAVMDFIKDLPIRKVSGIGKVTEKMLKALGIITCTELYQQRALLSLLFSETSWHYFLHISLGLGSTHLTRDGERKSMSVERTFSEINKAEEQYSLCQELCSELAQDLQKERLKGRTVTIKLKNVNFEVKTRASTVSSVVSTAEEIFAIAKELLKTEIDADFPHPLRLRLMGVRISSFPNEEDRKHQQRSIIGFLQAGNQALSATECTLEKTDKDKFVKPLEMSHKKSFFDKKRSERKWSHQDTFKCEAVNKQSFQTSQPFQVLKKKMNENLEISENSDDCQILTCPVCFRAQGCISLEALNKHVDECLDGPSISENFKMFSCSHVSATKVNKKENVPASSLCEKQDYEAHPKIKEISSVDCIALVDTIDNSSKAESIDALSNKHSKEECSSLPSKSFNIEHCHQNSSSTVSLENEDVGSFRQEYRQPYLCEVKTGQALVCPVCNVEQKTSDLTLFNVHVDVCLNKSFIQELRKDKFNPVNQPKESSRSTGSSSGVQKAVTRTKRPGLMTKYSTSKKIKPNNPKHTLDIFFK
#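 First, compounds were pin-transferred onto 10 nM Pol kappa. After 15 min at room temperature, substrate was added to 50 nM final. Fluorescence was then measured kinetically at 0 and 10 min.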
# APE1 inh: blocks human APE1 abasic DNA cleavage | P27695 | recombinant APE1, TAMRA/BHQ-2 abasic DNA cleavage fluorescence | Potency, µM (doses to about 65.8 µM), for inactives: top-dose activity change, negative = inhibition, usual class: inhibitors | hit rate 0.35% among 350,000 | AID 2517;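 further: potency means the concentration at half of the fitted maximal effect; plate controls were vehicle for no effect and reference inhibitor for full effect; nearly all actives have a fitted effect of over 55% in size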
#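 Kinetic fluorescence read (525 ex/598 em nm, three reads 60 s apart) of AP-site incision; signal = third minus first read. Enzyme 0.75 nM, dual-labelled THF duplex 50 nM, compound preincubation 15 min RT.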
# Numbers without * were called inactive; i = inactive; ? = inconclusive; · = not tested or not shown; & = joins results of further samples; [ ] = another dose, or the depositor's remark. Unless noted, the call rests on the fitted dose curve; in most records, active means well fitted curve in the direction sought with a large enough effect; inconclusive means small, poorly fitted or top-dose-only effect, or another doubt; inactive means no such curve, though single readings can be large; an effect the other way counts as inactive or inconclusive.
# Sample of the layout, seven compounds:
Pol iota inh,ERG Ets-DNA blk,Apoferritin bind,12-LOX inh,BLM inh,TRHR ag,POLB inh,canonical_smiles,Pol kappa inh,APE1 inh
-10%,4%,-14%,0%,-7%,0.0,-8%,Cc1nc(C)c(-c2ccc(SCC(=O)Nc3ccc(C)c(F)c3)nn2)s1,-7%[60.1 µM],·
9%,-4%,1%,4%,-4%,-0.6,0%,COc1ccc2c(c1OC)C(=O)N(c1cccc(C(F)(F)F)c1)C2,-25%,-5%
5%,-5%,-7%,-4%,1%,0.8,15%,O=C(Nc1nnc(-c2ccc(Cl)cc2)o1)Nc1ccccc1Cl,-1%,16%
19%,-4%,0%,-3%,-7%,1.2,26%,COC(CNC(=S)Nc1ccc([N+](=O)[O-])cc1)OC,-15%,7%
40%[activator],16%,-10%,-7%,-6%,-0.7,5%,Cc1cccc(NC(=O)N2CCC(n3nnc4cc(C)ccc43)CC2)c1,16%,15%
18%,-4%,-4%,-1%,-2%,0.6,25%,COC(=O)CN1C(=O)[C@H]2[C@@H](c3ccc(C)o3)N3C(=O)CN(Cc4ccccc4)C(=O)[C@@]3(C)[C@H]2C1=O,-10%,15%
43%[activator],0%,-8%,-9%,4%,0.0,3%,Cc1nn(C(=O)c2c(F)cccc2F)c(C)c1S(=O)(=O)N1CCOCC1,-7%[60.1 µM],·

# All compounds of this part, repeating the preview:
Pol iota inh,ERG Ets-DNA blk,Apoferritin bind,12-LOX inh,BLM inh,TRHR ag,POLB inh,canonical_smiles,Pol kappa inh,APE1 inh
-10%,4%,-14%,0%,-7%,0.0,-8%,Cc1nc(C)c(-c2ccc(SCC(=O)Nc3ccc(C)c(F)c3)nn2)s1,-7%[60.1 µM],·
9%,-4%,1%,4%,-4%,-0.6,0%,COc1ccc2c(c1OC)C(=O)N(c1cccc(C(F)(F)F)c1)C2,-25%,-5%
5%,-5%,-7%,-4%,1%,0.8,15%,O=C(Nc1nnc(-c2ccc(Cl)cc2)o1)Nc1ccccc1Cl,-1%,16%
19%,-4%,0%,-3%,-7%,1.2,26%,COC(CNC(=S)Nc1ccc([N+](=O)[O-])cc1)OC,-15%,7%
40%[activator],16%,-10%,-7%,-6%,-0.7,5%,Cc1cccc(NC(=O)N2CCC(n3nnc4cc(C)ccc43)CC2)c1,16%,15%
18%,-4%,-4%,-1%,-2%,0.6,25%,COC(=O)CN1C(=O)[C@H]2[C@@H](c3ccc(C)o3)N3C(=O)CN(Cc4ccccc4)C(=O)[C@@]3(C)[C@H]2C1=O,-10%,15%
43%[activator],0%,-8%,-9%,4%,0.0,3%,Cc1nn(C(=O)c2c(F)cccc2F)c(C)c1S(=O)(=O)N1CCOCC1,-7%[60.1 µM],·
22%,-1%,-5%,0%,-2%,-0.2,-2%,O=C(CCNC(=O)c1ccco1)Nc1ccc(SC(F)F)cc1,-3%,1%
1%,1%,-7%,0%,4%,0.4,3%,CN1CCN(c2ccccc2NC(=O)c2ccc(Br)o2)CC1,-1%,-2%
33%[activator],-2%,-14%,-16%,-2%,-0.2,-1%,CCOc1ccccc1NS(=O)(=O)c1ccc2c(c1)oc(=O)n2C,-1%,·
6%,-5%,-2%,1%,-3%,-0.5,-1%,Cc1cc(=O)oc2cc(OCC#N)ccc12,-5%,4%
-11%,-14%,·,-14%,·,0.5,·,CN(CC(=O)Nc1ccc(Cl)c(C(F)(F)F)c1)C(=O)CCNC(=O)c1ccco1,-17%,1%
36%[activator],4%,·,-66%,·,·,·,N#CC(OC(=O)c1ccccc1)c1cccc([N+](=O)[O-])c1 (stereo not drawn),-11%,·
125%[activator],-6%,-5%,i,-7%,0.4,-17%,CN1C(=O)c2ccccc2Sc2ccc(NC(=O)N3CCOCC3)cc21,-25%,-1%
11%,5%,-17%,37%&-19%[activator],4%&-7%,-0.8,1%,COc1cccc2c(=O)c3ccoc3n(C)c12,2%,8%&-1%

# (further entries)
Pol iota inh,ERG Ets-DNA blk,Apoferritin bind,12-LOX inh,BLM inh,TRHR ag,POLB inh,canonical_smiles,Pol kappa inh,APE1 inh
26%,10%,-19%,0%,7%,-0.4,1%,Cc1ccccc1Cn1c(-c2cncs2)nc2ccccc21,-7%,-8%
33%[activator],·,·,-11%,·,-0.3,·,Cn1cccc1C(=O)NNC(=O)COc1ccc(C#N)cc1,1%,21%
2%,-27%,·,-3%,·,0.2,·,COc1ccc(C2=CC(=O)C[C@H](c3ccc(F)cc3)C2)c(F)c1F,3%,9%
17%,-8%,-16%,4%,-6%,-0.5,-11%,CN(C(=O)c1ccc(N2CCCCC2)c([N+](=O)[O-])c1)C1(C)CCS(=O)(=O)C1 (stereo not drawn),-19%,-4%
-5%,4%,?,-13%,-1%,-1.4,12%,COC(=O)c1cc(S(=O)(=O)NCCc2ccc(C)cc2)c[nH]1,1%,22%
14%,3%,·,15%,·,0.7,·,CC(=O)Nc1ccc(S(=O)(=O)Nc2cccc(S(=O)(=O)N(C)c3ccccc3)c2)cc1,-7%,-6%
-3%,-6%,-12%,-2%,-7%,0.3,-3%,COCCCN(C(C)=O)c1nc(-c2ccccc2)cs1,0%,4%
12%,-3%,32%[activator],?,-5%,-0.5,-4%,CCOC(=O)c1[nH]c(C)c(CCC(=O)NCc2ccccc2C)c1C,-12%[60.1 µM],·
-20%,-9%,·,10%,·,0.4,·,O=C(CNC(=O)c1ccco1)NC1CCCCCC1,1%,4%
?,12%,-15%,?,-4%,0.2,13%,O=C1c2cccnc2C(Nc2ccc(Br)cc2)N1Cc1cccs1 (stereo not drawn),-8%,-3%
12%,-2%,-6%,i,0%,0.2,34%,Cc1cc2c(cc1C)NC(c1nc3ccccc3[nH]1)C1=C(CC(C)(C)CC1=O)N2 (stereo not drawn),-7%,-1%
·,·,·,0%,-1%,·,·,Cc1nc2cnc(OCc3ccccc3)nc2n(CCC#N)c1=O,-1%[60.1 µM],3%
4%,-3%,-7%,-18%,-4%,0.5,3%,O=C(COc1ncnc2c1cnn2-c1ccccc1)Nc1ccc(S(=O)(=O)N2CCCCC2)cc1,-6%,-6%
69%[activator],7%,-5%,?,-2%,0.2,?,COc1ccc(-n2c(CNC(=O)c3cccs3)n[nH]c2=S)cc1,-11%,-2%
?,-2%,?,-26%,-3%,-0.5,40µM*,Cc1nc2ccccc2n1CCc1nc2c3ccccc3nc(SCC(=O)NCc3ccco3)n2n1,-7%,15%

# (further entries)
Pol iota inh,ERG Ets-DNA blk,Apoferritin bind,12-LOX inh,BLM inh,TRHR ag,POLB inh,canonical_smiles,Pol kappa inh,APE1 inh
19%,0%,-9%,-13%,2%,-0.2,4%,O=C(Nc1ccc(Cl)cc1Cl)c1n[nH]c(Cn2cncn2)n1,-2%,-4%
12%,2%,-15%,-11%,-1%,-0.3,1%,Cc1ccc(OCCCCn2ccnc2)c(Cl)c1,-12%,4%
52%[activator],5%,0%,0%,-10%,-0.5,9%,C/C(CC(=O)Nc1ccc(Br)cc1)=N\NC(=O)Cc1csc(N)n1,1%,23%
31%[activator],18%,-1%,-6%,-1%,-0.2,12%,Cc1ccc(/C=C/C(=O)N2CCN(c3cccc(C(F)(F)F)c3)CC2)cc1,-3%,-1%
?,-14%,-20%,-3%,0%,0.2,-1%,O=[N+]([O-])c1nn(-c2ccc3c(c2)OCCO3)n(O)c1=NCCCO,-10%,-1%
-1%,-3%,?,0%,-1%,0.5,-16%,Cc1nn(C)cc1CN(C)C(=O)c1sc2cccc(Cl)c2c1Cl,-13%,-2%
35%[activator],-1%,-13%,-13%,-2%,-0.6,0%,COc1cccc(CNC(=O)CN2C(=O)CSc3c2c(C)nn3-c2ccccc2)c1,0%,·
·,·,-2%,·,-28%,-2.6,56µM*,CN(C)c1ccc(/C=C(\C#N)C(=O)NCc2ccco2)cc1,·,5%
4%,-8%,-7%,16%,-1%,-1.0,-1%,CCCCNc1nc2c(c(=O)[nH]c(=O)n2C)n1CCOc1ccccc1,-9%,15%
-9%,9%,-14%,?,-2%,-0.5,-8%,COc1cc2c(cc1OC)CN(C(=O)CN1CCN(S(=O)(=O)c3ccc(C)c(C)c3)CC1)CC2,-5%,38%
43%[activator],3%,-8%,-19%,0%,0.1,2%,CCCCNC(=O)c1cnc2sc(N3CCCCCC3)nn2c1=O,2%,·
8%,3%,2%,-26%,-6%,1.3,-3%,CCOC(=O)c1cc(C)n(CC2CCC(C(=O)Nc3ccc(OCC)cc3)CC2)c1C (stereo not drawn),-18%,·
12%,-3%,?,-21%,1%,0.1,3%,Cc1nn2c(=O)cc(COC(=O)Cc3ccccc3)nc2s1,0%,·
168%[activator],-11%,-3%,3%,1%,0.2,6%,Cc1cccc(N2C(=S)NC3c4ccccc4OC2(C)C3C(=O)N(C)C)c1 (stereo not drawn),-16%,4%
0%,-8%,2%,16%[57.4 µM],6%,0.7,8%,Nc1nc2n(n1)C(c1c(F)cccc1Cl)CC(c1ccc(F)cc1)N2 (stereo not drawn),-1%,7%

# More records follow.
Pol iota inh,ERG Ets-DNA blk,Apoferritin bind,12-LOX inh,BLM inh,TRHR ag,POLB inh,canonical_smiles,Pol kappa inh,APE1 inh
40%[activator],-4%,·,22%,·,-0.1,·,COc1ccc(-c2c(-c3cc(OC)cc(OC)c3)n(C)c3ccc(Br)cc23)cc1,11%,11%
-21%,0%,-1%,-13%,-3%,0.7,-10%,O=C(NNC(=O)c1ccccc1-c1ccccc1C(=O)O)c1ccccc1,-6%,3%
-16%,-15%,-12%,340%[activator],-2%,-0.1,27%,Cc1cccc(NC(=O)CSCC(=O)Nc2cc(S(=O)(=O)N3CCOCC3)ccc2N2CCCC2)c1,-7%,20%
3%,-19%,-1%,2%,2%,0.8,1%,CN(C(=O)COc1ccccc1)C1CCS(=O)(=O)C1 (stereo not drawn),5%[60.1 µM],3%

# These rows are one share of the data, so the mix of outcomes need not match the whole.
